Pemphigus Ab inh – inhibitors of pemphigus antibody binding to DSG3, primary screen, biochemical, bead-based, flow cytometry, scFv-GFP; 310,000 tested, 0.48% active; DSG3-coupled beads, scFv-anti-DSG3-GFP binding; hits give low values; binding (percent of control), % at 10 µM;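 active means binding more than 3 SD below its plate's average and above zero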;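 further: hits lower antibody fragment binding to DSG3; some compounds called inactive have numbers as strong as hits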
Target sequence (P32926 whole entry, looked up, the tested form may be a part): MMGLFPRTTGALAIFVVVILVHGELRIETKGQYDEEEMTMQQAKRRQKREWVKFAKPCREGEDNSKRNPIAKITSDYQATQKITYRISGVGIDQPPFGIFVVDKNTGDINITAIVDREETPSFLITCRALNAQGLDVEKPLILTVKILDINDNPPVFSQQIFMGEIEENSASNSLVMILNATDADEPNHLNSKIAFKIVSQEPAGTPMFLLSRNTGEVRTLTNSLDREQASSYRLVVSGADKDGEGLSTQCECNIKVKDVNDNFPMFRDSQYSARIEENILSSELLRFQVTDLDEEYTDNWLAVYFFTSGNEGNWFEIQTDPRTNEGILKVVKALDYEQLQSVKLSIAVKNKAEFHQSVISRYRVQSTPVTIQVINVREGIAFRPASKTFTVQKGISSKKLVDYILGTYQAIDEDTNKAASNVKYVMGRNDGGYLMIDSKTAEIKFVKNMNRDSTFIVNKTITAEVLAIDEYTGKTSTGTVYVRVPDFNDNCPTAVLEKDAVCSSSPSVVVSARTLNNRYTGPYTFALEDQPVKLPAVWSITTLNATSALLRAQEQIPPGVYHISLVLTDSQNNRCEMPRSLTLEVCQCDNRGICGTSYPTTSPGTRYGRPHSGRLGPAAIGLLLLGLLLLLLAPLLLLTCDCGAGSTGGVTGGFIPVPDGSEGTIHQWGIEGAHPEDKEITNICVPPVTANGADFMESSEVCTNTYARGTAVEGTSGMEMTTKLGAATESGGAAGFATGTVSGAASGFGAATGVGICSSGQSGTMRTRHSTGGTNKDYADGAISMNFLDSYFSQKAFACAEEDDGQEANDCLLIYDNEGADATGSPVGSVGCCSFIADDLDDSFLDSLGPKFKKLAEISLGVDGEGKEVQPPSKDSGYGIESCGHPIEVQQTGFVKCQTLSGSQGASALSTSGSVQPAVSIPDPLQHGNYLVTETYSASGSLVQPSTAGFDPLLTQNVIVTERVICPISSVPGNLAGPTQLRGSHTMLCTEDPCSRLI
Keap1 Nrf2 FP – Keap1-Nrf2 protein-protein interaction inhibitors, primary screen, biochemical, fluorescence polarization, single point | 340,000 tested, 0.15% active | Kelch-like ECH-associated protein 1 (Homo sapiens), Q14145 | inhibition, % at 9.4 µM | Keap1 Kelch-Nrf2 peptide fluorescence polarization, 1536-well; in the data active means inhibition above about 12%;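 further: human Keap1 Kelch domain with fluorescein labeled Nrf2 9mer peptide probe; 0% = neutral control wells and 100% = peptide positive control; higher means more block of Keap1 binding to Nrf2 peptide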
CAL PDZ FP-1 – untagged CAL PDZ binding inhibitors, primary screen, biochemical, fluorescence polarization, HTS; Golgi-associated PDZ and coiled-coil motif-containing protein (Homo sapiens), Q9HD26; inhibition, % at 24.9 µM; purified CAL PDZ, TMR-peptide fluorescence polarization, 1 h; 300,000 tested, 0.92% active; AID 602252, 2012;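 active means mean inhibition of at least 30% with at least half of replicates also reaching 30%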;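 further: 0% = DMSO neutral control and 100% = excess unlabeled competitor peptide PRC23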
C-LANA FP – inhibitors of KSHV C-LANA binding to DNA, primary screen, biochemical, fluorescence polarization, FAM-LBS DNA, MBP-C-LANA, single point. inhibition, % at 9 µM. 340,000 tested, 0.078% active. AID 504423, 2011;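 active means highest replicate inhibition at or above 60% at 9 µM, even if other replicates fall short; inactive means all replicates below 60% inhibition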;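 further: 0% = neutral control wells and 100% = 4 µM acridine orange control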
CAL PDZ FP-2 – CAL PDZ peptide-binding inhibitors, primary screen, biochemical, fluorescence polarization, Cer-tagged CAL PDZ, HTS | Golgi-associated PDZ and coiled-coil motif-containing protein (Homo sapiens), Q9HD26 | purified CAL PDZ, TMR-peptide fluorescence polarization, 1 h | inhibition, % at 20 µM | 330,000 tested, 0.02% active | AID 504414, 2011;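 active means highest replicate inhibition of at least 40%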;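 further: plate controls were DMSO neutral control wells for no effect and unlabeled competitor peptide control wells for full effect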
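Control set: unlabelled peptide and DMSO controls / Material: purified CerCALP PDZ construct / Timing: 1 h incubation at room temperature before polarization reading / Doses: 20 µM, one dose / Detection: fluorescence polarization (mP)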
NSD2 inh – NSD2 histone methyltransferase inhibitors, primary screen, biochemical, AlphaScreen, single concentration, set 2 | Histone-lysine N-methyltransferase NSD2 (Homo sapiens), O96028 | NSD2 peptide methylation, 120 min | inhibition, % at 12.5 µM | 310,000 tested, 0.54% active | AID 743445, 2014; in the data active means inhibition above about 50%
RTF Ca sens inh – cardiac RTF calcium sensitivity inhibitors, primary screen, biochemical, IANBD-TnC fluorescence, EC70 calcium; IANBD-labeled cardiac RTF, Ca2+ fluorescence; inhibition, % at 7.15 µM; 340,000 tested, 0.12% active;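 active means inhibition above the mean inhibition of all tested compounds plus 3 SD, cut at about 17% in these data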;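 further: assay run at fixed EC70 calcium of 1.6 mM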
V-ATPase pH – regulators of yeast V-ATPase proton pumping, primary screen, pHLuorin cytosolic pH fluorescence; S. cerevisiae; response, % at 10 µM; 350,000 tested, 0.37% active; AID 504577, 2011; in the data active means response mostly above about 7.3%, no sharp cut-off; inactive means mostly below about 5.4%; further: actives read high; inactives centre near 0; some compounds called inactive have numbers as strong as hits
DAGLB inhibitor – DAGLB lipase inhibitors, primary screen, biochemical, fluorescence, HTS. Diacylglycerol lipase-beta (Homo sapiens), Q8NCG7. HEK293T DAGLB membrane lysate, EnzChek fluorogenic substrate. 340,000 tested, 0.059% active. inhibition, % at 5.17 µM; in the data active means inhibition above about 34%;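 further: 0% = enzyme with vehicle and 100% = wells lacking enzyme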
Arr AP2 block – inhibitors of beta-arrestin/AP2 binding, primary screen, biochemical, GPCR trafficking, flow cytometry | beta-arrestin 1 C-terminal peptide binding to AP2 beta2-adaptin appendage (human) | FITC-arrestin peptide / GST-AP2 beads; AP2 beta2 appendage carries R879A mutation | inhibition, % at 10 µM | 340,000 tested, 0.31% active | AID 504490, 2011;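 active means inhibition above a set limit, near 3 SD of compounds lacking own fluorescence, cut at about 54% in these data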;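 further: plate controls were DMSO wells for no effect and 5 µM unlabelled arrestin peptide for full effect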
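System: GST-AP2 R879A glutathione beads | Also added: FITC-arrestin peptide, 50 nM | Times: 12 min plus 1 h, RT | Signal: Bead flow cytometry, FITC channel | Buffer or medium: PBS with 0.05% Tween 20 and 0.1% BSA | Read-out basis: Percent drop in bead-associated FITC signal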
Numbers without * were called inactive; x = no result given.

SMILES | Pemphigus Ab inh | Keap1 Nrf2 FP | CAL PDZ FP-1 | C-LANA FP | CAL PDZ FP-2 | NSD2 inh | RTF Ca sens inh | V-ATPase pH | DAGLB inhibitor | Arr AP2 block
O=C1C(=C(O)c2ccccc2)C(=O)c2ccccc21 | 85 | -4 | 1 | -3.1 | -0.6 | 4 | 5 | -3 | 2 | 8
CCOC(=O)c1ccc(NC(=O)C23CCC(C)(C(=O)O2)C3(C)C)cc1 (stereo not given) | 96 | -1 | -3 | 0.9 | -1.1 | -5 | 4 | -6 | -3 | 24
N#Cc1ccc(C(=O)Nc2ccn(-c3ccccc3)n2)cc1 | 82 | -5 | -2 | 0.3 | -3.4 | 14 | -15 | -1 | -2 | 6
Cc1cccc(NC(=O)Cn2c(O)c(N=NC(N)=S)c3ccccc32)c1 | 90 | -5 | -1 | 0.8 | -0.5 | -1 | 2 | 3 | 7 | 9
CC(C)(C)C(O)(CC#CCN1CCCC1)c1ccccc1 (stereo not given) | 110 | -2 | 0 | -1.0 | -1.4 | -3 | 4 | 2 | 2 | 31
NNC(=O)C1CCCn2c1nc1sc3c(c1c2=O)CCCC3 (stereo not given) | 100 | -3 | 4 | -1.2 | -2.6 | -2 | 4 | 2 | 0 | 19
Cc1c(NC(=O)c2cc(Br)ccc2Cl)cccc1-n1cnnn1 | 95 | -7 | x | 0.9 | -1.5 | -4 | 3 | 0 | 1 | -2
Cc1ccccc1NC(=O)/C=C/c1cccc(C(F)(F)F)c1 | 102 | 4 | -4 | -0.8 | 0.2 | -3 | 2 | 1 | -4 | 15
CCC(=O)N1c2ccc(S(=O)(=O)N3CCN(CC)CC3)cc2CC1C (stereo not given) | 101 | 0 | 6 | -1.4 | -0.8 | -1 | -3 | -17 | -2 | 24
CCOC(=O)c1sc2nc(C)nc(SC(C)C(=O)NC3CC3)c2c1C (stereo not given) | x | 7 | -3 | 4.0 | -2.1 | 3 | 2 | 3 | 0 | -1
O=C(NCC(=O)N(c1cccc(F)c1)C(C(=O)NC1CCCC1)c1ccncc1)c1cccs1 (stereo not given) | x | 2 | -7 | -0.1 | -1.9 | 0 | -9 | -3 | 0 | -6
CCCSc1nnc(-c2ccccc2N)c(=O)[nH]1 | 80 | -4 | -3 | -0.2 | -3.2 | 11 | 2 | 2 | 0 | 1

A few values from above:
CAL PDZ FP-2 with N#Cc1ccc(C(=O)Nc2ccn(-c3ccccc3)n2)cc1 : -3.4
CAL PDZ FP-1 with CCOC(=O)c1ccc(NC(=O)C23CCC(C)(C(=O)O2)C3(C)C)cc1 (stereo not given) : -3
Pemphigus Ab inh with CC(C)(C)C(O)(CC#CCN1CCCC1)c1ccccc1 (stereo not given) : 110
Pemphigus Ab inh with Cc1ccccc1NC(=O)/C=C/c1cccc(C(F)(F)F)c1 : 102

Next records follow.
SMILES | Pemphigus Ab inh | Keap1 Nrf2 FP | CAL PDZ FP-1 | C-LANA FP | CAL PDZ FP-2 | NSD2 inh | RTF Ca sens inh | V-ATPase pH | DAGLB inhibitor | Arr AP2 block
CCn1cc(C(=O)N2CCCC(C(=O)c3ccc4ccccc4c3)C2)cn1 (stereo not given) | 128 | -6 | -2 | 3.5 | -3.4 | -1 | -9 | 0 | 0 | 15
Cc1ccc(S(=O)(=O)N2CCC(C(=O)OCc3ccc([N+](=O)[O-])cc3)CC2)cc1 | 96 | 3 | -5 | -0.8 | -0.2 | -4 | -8 | 4 | -3 | 8
CCOc1cc(/C=C2\COc3ccccc3C2=O)cc(Br)c1OCC(=O)N(C)C | 96 | -29 | -2 | 0.6 | -2.8 | 3 | -3 | 4 | 3 | -19
COCCn1c(SCC(=O)NC(C)c2ccccc2)nc2ccccc21 (stereo not given) | 102 | 2 | -5 | -1.0 | 0.0 | 4 | -14 | 0 | -2 | 26
O=C(C1CCC(CNS(=O)(=O)c2cccc3cccnc23)CC1)N1CCc2ccccc21 (stereo not given) | 101 | -5 | x | -0.4 | -1.8 | x | -6 | -5 | -2 | 0
CC1(C)C(c2ccccc2)=NC(c2ccc(F)cc2)N1O (stereo not given) | 100 | -1 | -5 | 0.9 | -0.2 | 21 | 4 | 0 | -3 | 8
CC(C)(C)c1ccccc1NC(=O)CN1C(=O)NC2(CCCC2)C1=O | 112 | 5 | 2 | -3.1 | -1.3 | -1 | 4 | 1 | -1 | 41
CS(=O)(=O)N1CCC(C(=O)Nc2cc(Cl)c(Cl)cc2Cl)CC1 | 114 | 1 | -6 | -0.4 | -19 | 45 | -8 | 2 | -1 | 9
CCOc1ccc(C(=O)N2CCC(C(=O)c3ccc4c(c3)OCCO4)CC2)cc1 | 108 | -7 | x | 0.5 | -2.4 | x | -3 | -10 | -3 | 8
CCOC(=O)c1ccc(/[N+]([O-])=C/c2ccccc2)cc1 | 95 | -4 | -1 | 0.1 | 1.1 | x | 0 | -2 | 2 | 5
CCCc1nc2ccccc2c(=O)n1CC(=O)c1ccc(F)cc1 | 106 | 2 | 5 | 0.2 | -5.2 | 18 | -12 | 6 | -4 | 29
CC(C)(C#CC(O)(c1ccccc1)c1ccccc1)N1CCCC1 | 96 | 1 | -4 | 0.8 | -2.3 | 0 | -4 | -1 | -4 | 0

(further entries)
canonical_smiles	Pemphigus Ab inh	Keap1 Nrf2 FP	CAL PDZ FP-1	C-LANA FP	CAL PDZ FP-2	NSD2 inh	RTF Ca sens inh	V-ATPase pH	DAGLB inhibitor	Arr AP2 block
CCN(CCCNC(=O)Cn1cc2c(n1)CCCC2)c1cccc(C)c1	106	3	x	0.8	-1.3	x	-8	2	-1	-1
Cc1ccc(-c2nc3[nH]c(=O)cc(NC(=O)c4cccs4)n3n2)cc1	106	-5	-9	0.0	-1.4	-1	-5	-3	1	4
CC(C)=C1C2CCC1C(C(=O)Nc1sc(C)c(-c3ccc(C(C)C)cc3)c1C(N)=O)C2C(=O)O (stereo not given)	105	0	-2	-0.1	0.5	9	-2	-2	-32	10
CN(C)c1ccc(C=C2C(=O)OC(C)(C(C)(C)C)OC2=O)cc1 (stereo not given)	112	-2	-8	-1.8	x	x	-9	2	-2	44
O=C(/C=C/c1ccccc1)Oc1cccc(C(=S)N2CCOCC2)c1	101	-4	-8	0.7	-1.0	-1	-13	2	-2	12
Cc1cc(/C=C2\SC(=O)N(C)C2=O)c(C)n1-c1ccc(O)cc1	97	0	0	-1.4	22	2	-3	-1	-37	35
CCOc1ccc(Nc2nc(Cc3nnc(SCC(=O)N(CC)CC)n3C)cs2)cc1	x	1	2	-0.7	0.6	x	5	0	1	22
Cc1ccccc1-n1ccnc1SCC(=O)O	107	-6	-4	1.2	-0.3	20	-5	x	-3	-8
CSCCC(NC(=O)c1ccccc1)C(=O)NC1CC1 (stereo not given)	102	-2	-3	1.5	-0.5	-1	-10	-2	0	4
O=C(CSCc1ccccc1)Nc1nccs1	100	-1	26	0.9	-0.9	1	-16	-3	1	0
CCCCN=Cc1sc2ccc(OCC)cc2c1O	98	2	-2	1.8	-2.0	-2	-6	-4	2	-3
Cc1cccn2cc(-c3c[nH]c4ccccc34)nc12	100	4	-7	-1.9	-3.3	5	4	1	0	4

Continued, starting with the last 3 of the part before.
canonical_smiles	Pemphigus Ab inh	Keap1 Nrf2 FP	CAL PDZ FP-1	C-LANA FP	CAL PDZ FP-2	NSD2 inh	RTF Ca sens inh	V-ATPase pH	DAGLB inhibitor	Arr AP2 block
O=C(CSCc1ccccc1)Nc1nccs1	100	-1	26	0.9	-0.9	1	-16	-3	1	0
CCCCN=Cc1sc2ccc(OCC)cc2c1O	98	2	-2	1.8	-2.0	-2	-6	-4	2	-3
Cc1cccn2cc(-c3c[nH]c4ccccc34)nc12	100	4	-7	-1.9	-3.3	5	4	1	0	4
O=C1CCCCCN1CP(=O)(O)CN1CCCCCC1=O	102	-2	x	-0.3	-0.8	-1	-1	-4	0	42
Cc1ccc2c(c1)N(CCC(=O)NC(C)C)C(=O)CO2	100	-3	0	1.6	x	x	-3	0	2	6
CNc1nc(NC)c2cn[nH]c2n1	112	5	-1	0.3	-0.3	-2	-2	-5	1	20
OCC[C@H]1C[C@@H](O)[C@H](O)[C@]2(OCCCc3ccccc32)O1	104	3	-1	-1.6	1.4	x	-15	1	-1	1
O=C(Nc1cccc(S(=O)(=O)NC2=NCCC2)c1)c1cc(F)c(F)c(F)c1F	105	-1	-2	-0.5	-2.8	0	-15	1	3	-4
Cc1[nH]n(-c2ccc(Cl)cc2)c(=O)c1C(=O)c1ccccc1	99	-3	2	-0.2	0.7	1	3	1	0	4
CC(=O)Nc1ccc(S(=O)(=O)N(C)CC(=O)Nc2ccc(Br)cc2F)cc1	104	-5	-3	0.6	-2.4	-1	-1	0	0	3
Cn1c(=O)[nH]c(=O)c2c1nc(CN1CCN(c3ccccc3F)CC1)n2CC(N)=O	98	-8	x	0.8	1.3	x	-11	-2	2	-3
CCN(CC(=O)NCc1ccc(Cl)cc1)C(=O)/C=C/c1ccc(C#N)cc1	102	-1	2	0.5	1.9	-4	-11	-2	-3	0
O=C(COC(=O)c1ccccc1O)NCCc1c[nH]c2ccccc12	101	-5	-2	-1.5	0.2	1	-2	1	-3	45
Cc1cccc(C(=O)Nc2cccnc2Cl)c1	101	7	-15	0.8	-1.4	-2	-5	3	1	0
COc1ccc(-n2nnc3c(=O)n(Cc4ccccc4C)cnc32)cc1	96	-3	x	4.0	0.2	-3	1	-4	-3	0
Cc1ccc(C(=O)NCCNC(=O)COc2ccc(C)c(C)c2)cn1	103	-5	0	1.6	-2.8	-1	-4	-4	-3	10
CC12CCC(=O)N1C(C(=O)NNC(=O)c1ccc(F)cc1)CS2 (stereo not given)	107	-2	x	-0.8	-0.1	-1	-8	-3	0	4
CCNc1c(NC(C)=O)c(=O)oc2ccccc12	99	0	0	0.6	-1.1	1	8	-1	0	4

Source: PubChem BioAssay (several laboratories)

A portion of the library. The share of hits here may be higher or lower than overall.
